MOR-DOR inv ag = inverse agonists of MOR-DOR heterodimerization, primary screen, cell-based, luminescence. cell-based MOR-DOR heterodimer luminescence, inverse agonism. Mu-type opioid receptor (Homo sapiens) + Delta-type opioid receptor (Homo sapiens), …. hit rate 0.21% among 340,000. inhibition, % at 9.3 µM; in the data active = inhibition above about 22%, passing the limit was not always enough;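 note: 0% = cells with DMSO and 100% = wells without cells with DMSO; values of inactives mirror those of a sister screen read the other way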
Target sequence (P35372 whole entry, looked up): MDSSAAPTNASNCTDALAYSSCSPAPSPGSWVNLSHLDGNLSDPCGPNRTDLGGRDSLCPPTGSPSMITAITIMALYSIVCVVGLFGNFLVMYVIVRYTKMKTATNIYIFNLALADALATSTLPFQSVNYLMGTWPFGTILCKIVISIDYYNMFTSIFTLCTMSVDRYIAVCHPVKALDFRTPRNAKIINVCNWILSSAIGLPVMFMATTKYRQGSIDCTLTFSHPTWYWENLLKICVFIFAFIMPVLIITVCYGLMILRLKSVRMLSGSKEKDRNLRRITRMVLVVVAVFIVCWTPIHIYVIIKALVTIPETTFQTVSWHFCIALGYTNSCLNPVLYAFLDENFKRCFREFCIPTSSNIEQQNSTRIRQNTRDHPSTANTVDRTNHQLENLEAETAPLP
Target sequence (P41143 whole entry, looked up): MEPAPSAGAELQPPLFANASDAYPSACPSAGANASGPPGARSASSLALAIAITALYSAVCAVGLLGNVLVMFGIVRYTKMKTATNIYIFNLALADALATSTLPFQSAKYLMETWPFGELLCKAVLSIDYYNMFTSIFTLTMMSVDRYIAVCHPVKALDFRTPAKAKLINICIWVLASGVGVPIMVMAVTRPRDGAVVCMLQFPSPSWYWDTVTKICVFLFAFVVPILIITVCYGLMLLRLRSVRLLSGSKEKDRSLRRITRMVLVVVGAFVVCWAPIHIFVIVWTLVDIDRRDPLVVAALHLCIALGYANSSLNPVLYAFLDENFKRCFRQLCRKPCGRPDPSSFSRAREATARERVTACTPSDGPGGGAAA
E coli growth = E. coli V3065 growth inhibition, primary screen, counter-screen for AddAB inhibitor project, absorbance, OD600. 18 h. inhibition, % at 11.9 µM. hit rate 0.27% among 330,000. AID 449728, 2010;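 active = inhibition above the campaign's mean inhibition across all tested compounds plus 3 SD, cut at about 9.9% in these data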;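 note: uninfected addAB+ strain grown without phage in ampicillin broth; 0% = DMSO wells and 100% = ciprofloxacin 0.95 µg/ml wells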
PfHsp90 set2 = growth inhibition of PfHsp90-expressing yeast, primary screen, antimalarial PfHsp90 inhibitor project, S. cerevisiae, BacTiter-Glo luminescence, single point, set 2; BacTiter-Glo ATP, 48 h; yeast lacking PDR1 and PDR3 efflux regulators; inhibition, % at 9.4 µM; hit rate 0.32% among 310,000;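 active = every replicate shows inhibition above about 80%, whatever the replicate mean, limit read from the data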;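 note: 0% = DMSO neutral controls and 100% = 20 µM radicicol positive controls; yeast relying on Plasmodium falciparum Hsp90 in place of its own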
DSG3 Ab inh = inhibitors of pemphigus antibody binding to DSG3, primary screen, biochemical, bead-based, flow cytometry, scFv-GFP | hit rate 0.48% among 310,000 | DSG3-coupled beads, scFv-anti-DSG3-GFP binding; active compounds read low | binding (percent of control), % at 10 µM | Desmoglein-3 (Homo sapiens), P32926 | AID 588358, 2011;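 active = binding more than 3 SD below its plate's average and above zero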;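 note: hits lower antibody fragment binding to DSG3; some compounds called inactive have numbers as strong as hits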
PKA-R1A act = activators of PKA-R1A holoenzyme, primary screen, biochemical, fluorescence polarization, Cy5-IP20, bovine R1A, mouse PKAc. PKA-R1A dissociation; scaled: DMSO 0%, 113 µM cGMP 100%. activation, % at 11.4 µM. hit rate 0.083% among 340,000;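 active = percent activation above the mean of all tested compounds plus 3 SD, cut at about 19% in these data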;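 note: higher means more PKAc released from R1A so a rise in polarization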
AddAB inh = growth inhibition of E. coli expressing H. pylori AddAB, primary screen, AddAB inhibitor project, absorbance; inhibition, % at 11.9 µM; AID 435030, 2010; hit rate 0.29% among 330,000; in the data active = inhibition above about 12%;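 note: 0% = vehicle wells of infected cells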
HTR5A inv ctr = HTR5A inverse agonists in luminescence cell assay, primary screen, counter-screen for OPRM1-OPRD1 heterodimer inverse agonist project, full-deck HTS. HTR5A cell line, inverse agonism. inhibition, % at 9.3 µM. 5-hydroxytryptamine receptor 5A (Homo sapiens), P47898. hit rate 0.083% among 340,000. AID 504634, 2011; in the data active = inhibition mostly above about 23%, no sharp cut-off; inactive = mostly below about 18%;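 note: 0% = cells with DMSO and 100% = no-cell wells with DMSO; some compounds called inactive have numbers as strong as hits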
HTR5A ag ctr = HTR5A agonists in luminescence cell assay, primary screen, counter-screen for OPRM1-OPRD1 heterodimer agonist project, full-deck HTS; cell-based; activation, % at 9.3 µM; 5-hydroxytryptamine receptor 5A (Homo sapiens), P47898; AID 504692, 2011; hit rate 0.61% among 340,000; in the data active = activation mostly above about 9.5%, no sharp cut-off; inactive = mostly below about 7.6%;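 note: 0% = cells with vehicle only and 100% = reference agonist; strong numbers were not always called active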
MOR-DOR ag = agonists of OPRM1-OPRD1 heterodimerization, primary screen, cell-based, luminescence; Mu-type opioid receptor (Homo sapiens) + Delta-type opioid receptor (Homo sapiens), …; cells; activation, % at 9.3 µM; hit rate 0.3% among 340,000; AID 504326, 2011; in the data active = activation above about 18%;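 note: 0% = vehicle-treated cells and 100% = reference agonist; values of inactives mirror those of a sister screen read the other way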
phage Ecoli inh = growth loss of phage-infected E. coli, primary screen, RecBCD inhibitor project, absorbance, with phage, HTS; inhibition, % at 11.9 µM; hit rate 0.26% among 360,000; AID 651602, 2012; in the data active = inhibition above about 11%
Mot1-301 SUMO = yeast Mot1-301 growth rescue at high temperature, primary screen, SUMOylation pathway inhibitor project, S. cerevisiae, ATP luminescence, 38.5C | hit rate 1% among 320,000 | S. cerevisiae Mot1-301 growth rescue; percent above DMSO median, 100 means doubled | growth rescue, % at 18.8 µM;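 active = every valid replicate shows activation above 250% relative to neutral control wells; inactive = the rest, any valid replicate at or below 250%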;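 note: OY570 slx delta 5 strain wells were the positive control but not used for scaling; some compounds called inactive have numbers as strong as hits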
The depositor's hits bear a star; / = not tested or not shown; & = joins results of further samples.

SMILES	MOR-DOR inv ag	E coli growth	PfHsp90 set2	DSG3 Ab inh	PKA-R1A act	AddAB inh	HTR5A inv ctr	HTR5A ag ctr	MOR-DOR ag	phage Ecoli inh	Mot1-301 SUMO
CCNC(=S)N(CCc1ccc(OC)c(OC)c1)Cc1cc2cc(OC)ccc2[nH]c1=O	9	0.7	-19	99	-7	-0.5	2	-1	-1.7	3.2	-2
COc1ccc(-c2nn(C)c(=O)[nH]2)cc1	-5	-1.8	5	/	-1	-0.1	11	2	0.9	-0.8	-1
CC(C)Nc1nc(NC(C)(C)C)nc(Oc2ccc(=O)n(-c3ccccc3)n2)n1	12	-0.7	-3	102	-11	1.3	-1	0	-2.0	2.7	-3
Cc1ccc(NC(=O)COc2ncnc3sccc23)cc1S(=O)(=O)N(C)C	16	2.6	9	100	-13	4.3	11	-4	-3.1	1.1	4
CN1CC(c2ccccc2Cl)C2(COc3ccccc3C2=O)C12C(=O)Nc1ccccc12 (stereo unspecified)	-15	0.2	0	108	3	-0.3	-21	8	2.8	4.0	9
CCN(CC(=O)Nc1ccc(OC)c(Cl)c1)CC(=O)NC(C)C	-8	0.2	/	117	-11	0.5	2	-1	1.7	2.1	-26
O=C(NCc1ccc(OC(F)(F)F)cc1)C1CC(c2ccccc2[N+](=O)[O-])=NO1 (stereo unspecified)	-1	0.9	-10	107	2	2.2	-14	5	0.2	2.4	13
CC(=O)c1cccc(CN2CCN(Cc3ccc(C)cc3)C(CCO)C2)c1 (stereo unspecified)	-2	-2.2	/	114	6	0.2	5	-2	0.4	2.5	-11
O=c1[nH]c(/C=C\c2ccc(O)c(O)c2)nc(O)c1[N+](=O)[O-]	5	/	-7	110	6	/	9	-2	-1.1	1.4	-8
COc1ccc(-c2ccc3c(c2)C2CC3CCN2Cc2ccc(OC(F)(F)F)cc2)cc1 (stereo unspecified)	14	/	5	105	4	/	-2	1	-3.0	5.0	/
CC(C)(C)c1ccc2c(c1)N(CC(=O)O)C(=O)CO2	-1	-0.6	/	101	-1	0.3	-11	1	0.2	1.6	-13
CCOc1cc(NC(=O)C2CC2)c(OCC)cc1NC(=O)c1ccccc1OCC	12	-4.5	16	88	-1	1.7	-26	9	-1.8	-1.8	-3
CN(C)c1nc(Oc2ccc(OCCOc3ccccc3)nn2)nc(N(C)C)n1	8	0.3	2	107	-11	-1.0	-34	-1	-1.6	2.0	8
COc1ccc(CCNC(=O)c2ccc(SC)cc2OC)cc1	4	-1.7	10	102	-4	-0.4	-7	2	-0.7	3.6	17
N=C1c2ccccc2CN1c1ccc(S(=O)(=O)N2CCCCC2)cc1	3	0.3	/	133	-6	-0.8	-23	2	-0.6	2.9	-11
Cc1ccc(NC(=O)C(CC(C)C)NC(N)=O)cc1 (stereo unspecified)	0	-0.6	-16	92	-11	1.4	-14	5	0.1	1.9	6
CN(C)c1ccc(NC(=O)c2cccc(N3C(=O)CCC3=O)c2)cc1	-18	2.9	21	96	-11	0.3	-16	0	3.1	0.9	-9
COc1ccc(CN(C)CCc2ccccn2)cc1OC	-4	4.9	3	99	2	2.5	5	1	0.6	-0.5	17&4
CCC(C(=O)Nc1ccc([N+](=O)[O-])cn1)c1ccccc1 (stereo unspecified)	4	-0.5	-15	97	-8	3.2	-6	2	-0.8	2.4	-5
Cc1ccc(C(=O)N2N=C(c3ccc(Br)cc3)CC2c2ccccc2O)cc1 (stereo unspecified)	-22	1.3	-16	100	-9	1.1	-2	1	4.6	0.4	-13
COC(=O)c1ccc(C23CC4(C2)[C@H](CN(C)[C@@H]4c2ccccc2)C3c2ccc(Cl)nc2)cc1 (stereo partly specified)	16	0.5	12	95	0	1.1	21	-2	-2.9	2.6	25
CCC1CCCCN1C(=O)c1ccc2nc(Cc3ccc(OC)cc3)oc2c1 (stereo unspecified)	-7	-1.3	18	96	-3	0.2	-3	-1	1.4	1.7	5
Cc1ccc(-n2nc(-c3ccco3)cc2C(=O)O)c(C)c1	-5	/	/	60*	-3	/	-2	4	1.0	3.2	/
OC(COCc1ccccc1)CN1CCN(c2ccccc2F)CC1 (stereo unspecified)	-1	0.1	-10	98	12	-2.1	-15	-4	0.3	5.1	-11
CC(OC(=O)CCN=C1NS(=O)(=O)c2ccccc21)C(=O)Nc1ccc(N(C)C)cc1 (stereo unspecified)	-7	3.2	-16	120	-3	3.1	9	-4	1.3	4.5	0

Remaining list, next part:
SMILES	MOR-DOR inv ag	E coli growth	PfHsp90 set2	DSG3 Ab inh	PKA-R1A act	AddAB inh	HTR5A inv ctr	HTR5A ag ctr	MOR-DOR ag	phage Ecoli inh	Mot1-301 SUMO
COc1ccc(CCNS(=O)(=O)c2ccc3c(c2)CCN3C(=O)CCC(=O)O)cc1OC	13	3.5	/	96	-2	-1.4	-24	4	-2.5	1.5	-17
Cc1ccccc1C(=O)N1CCC(C(=O)Nc2nc3ccc(F)cc3s2)CC1	12	-1.1	-29	90	-8	-1.2	12	1	-2.4	0.6	-3
CC1CC(C)(C)CC2(C1)NC(=O)N(CC(=O)NCc1ccccc1F)C2=O (stereo unspecified)	8	-1.8	-10	114	-11	-0.2	5	-2	-1.2	2.3	-13
C#CCN(C(=O)c1ccc(OC2CCN(Cc3ccccn3)CC2)cc1)C1CCCCC1	0	-2.5	3	107	3	-1.5	13	-4	0.1	0.1	21
CN(Cc1ccccc1)S(=O)(=O)c1cccc2nsnc12	9	-0.6	17	94	-2	3.0	7	-3	-1.8	5.3	-7
COC(=O)[C@]1(C)CCC[C@@]2(C)C3CC[C@@]4(C)C[C@]3(CC[C@H]12)C[C@H]4O (stereo partly specified)	-22	-0.3	2	100	-9	-0.2	-2	0	4.6	0.1	-18
CN(Cc1ccccc1)c1ccc(C(CC(N)=O)NC(=O)c2ccc(Br)cc2)cc1[N+](=O)[O-] (stereo unspecified)	-2	1.4	-11	101	25*	2.6	-2	-6	0.3	-0.6	-8
Nc1c(-c2ccccc2)n[nH]c1-c1ccccc1	8	0.4	-4	101	-3	0.7	10	2	-1.3	1.6	-12
COc1ccc(OC)c(-c2cc(C(F)(F)F)c3c(n2)sc2c(O)cc(=O)[nH]c23)c1	10	1.0	-31	99	1	0.9	7	-2	-2.0	2.0	-4
Cc1cc(C)c(C(=O)N2CCCC(Nc3ccc(F)cc3)C2)o1 (stereo unspecified)	3	2.5	-2	110	-8	2.0	-17	4	-0.6	1.8	3
CC(=O)C[C@H](O)CC(=O)[C@H]1OC(=O)[C@H](C)CCCCc2ccccc21	0	-2.9	-14	102	6	1.3	-7	2	0.0	-0.6	5
COc1ccc(CNC(=O)CCC(=O)N2CCN(S(=O)(=O)c3ccc(Cl)cc3)CC2)cc1	7	0.3	-14	97	-13	-1.6	-15	3	-1.4	2.0	-4
COCC(=O)Nc1ccccc1-c1ccccc1	-10	-0.3	/	123	-3	1.3	-8	3	2.1	-1.8	11
Cc1ccccc1Nc1nnc(SCC(=O)c2c(N)n(C3CC3)c(=O)[nH]c2=O)s1	5	/	25	/	8	/	1	0	-0.8	1.9	/
CCN1CCN(Cc2ccccc2NC(=O)Nc2ccc(C)cc2)CC1	9	2.5	-18	110	-7	1.9	-1	0	-1.5	0.2	664
Cc1cc(N(C)C)c(C#N)c(N2CCOCC2)n1	0	2.5	-2	98	-2	2.5	0	-2	0.1	-3.1	18
CCN(Cc1ccncc1)Cc1cn[nH]c1-c1cc(OC)c(OC)c(OC)c1	-8	0.0	/	103	-1	3.8	15	2	1.5	2.5	-5
CC(C)C1CC(CCN2CCCCC2)(c2ccccc2)CCO1 (stereo unspecified)	14	-4.5	14	99	4	-1.4	-32	-2	-2.6	1.4	/
Cc1cc(NC(=O)CSc2nccn2C)n(-c2ccccc2)n1	-6	2.7	17	/	0	3.9	-20	14*	1.2	2.0	-1
CCS(=O)(=O)N1CCC(C(=O)NCC2CCCO2)CC1 (stereo unspecified)	9	-0.4	3	106	-4	0.3	-3	2	-1.6	2.0	-9
O=C(CSc1nnc(SCc2cccc3ccccc23)s1)N/N=C/C=C/c1ccccc1[N+](=O)[O-]	7	-1.4	8	99	-5	1.6	-6	2	-1.2	0.5	15
CC(=O)Nc1ccc(S(=O)(=O)N(C)CC(=O)OCC(=O)NCc2ccco2)cc1	9	2.6	/	102	0	2.5	-8	4	-1.4	-0.6	104
COc1cccc(NC(=O)c2ccccc2SC)c1	4	-3.2	-39	97	-13	1.8	-25	0	-0.7	1.9	-1
CC(C)c1nc(SCC(=O)Nc2c[nH]c(=O)[nH]c2=O)c2cnn(-c3ccccc3)c2n1	3	1.5	-2	80	-3	1.0	-4	1	-0.5	2.0	57
CCN(CC(=O)Nc1c(F)cccc1F)C(=O)CN1C(=O)c2ccccc2C1=O	9	2.1	-10	107	10	0.3	-2	1	-1.4	8.0	-9

By substructure: those above containing a thiophene ring, fused or not.
SMILES	MOR-DOR inv ag	E coli growth	PfHsp90 set2	DSG3 Ab inh	PKA-R1A act	AddAB inh	HTR5A inv ctr	HTR5A ag ctr	MOR-DOR ag	phage Ecoli inh	Mot1-301 SUMO
Cc1ccc(NC(=O)COc2ncnc3sccc23)cc1S(=O)(=O)N(C)C	16	2.6	9	100	-13	4.3	11	-4	-3.1	1.1	4
COc1ccc(OC)c(-c2cc(C(F)(F)F)c3c(n2)sc2c(O)cc(=O)[nH]c23)c1	10	1.0	-31	99	1	0.9	7	-2	-2.0	2.0	-4

Further structures:
SMILES	MOR-DOR inv ag	E coli growth	PfHsp90 set2	DSG3 Ab inh	PKA-R1A act	AddAB inh	HTR5A inv ctr	HTR5A ag ctr	MOR-DOR ag	phage Ecoli inh	Mot1-301 SUMO
CCCCC(CC)C1OCC(C[N+]2(C)CCOCC2)O1 (stereo unspecified)	2	-2.3	13	97	-1	2.1	17	4	-0.4	2.1	-11
COc1ccc(NC(=O)c2ccc(Oc3ncccn3)cc2)cc1	-18	-1.7	/	104	-5	-1.8	-24	1	3.5	3.7	-14
COc1ccc(N(CC(=O)Nc2ccccc2C(=O)NCc2ccco2)S(C)(=O)=O)cc1	8	0.6	-1	103	11	1.9	-36	0	-1.4	2.3	9
CCCC(=O)Nc1ccc(NC(=O)c2cccs2)cn1	-8	2.1	-11	99	2	1.3	22	0	1.3	2.8	-5
O=C(NNC(=O)c1cc(Cl)nc2ccccc12)c1ccccc1F	28	0.4	-6	106	2	1.9	13	-5	-5.5	0.1	-8
O=c1c2ccccc2[nH]c(=S)n1CCCN1CCOCC1	7	-2.4	1	/	6	0.9	6	0	-1.6	-0.9	-2
Cc1cc(C)cc(NC(=O)CSc2nccn2Cc2ccco2)c1	7	-1.5	7	108	2	0.9	-10	3	-1.2	1.6	-4

High-throughput results (PubChem)
